Compound activity as filed in PubChem BioAssay.
Tau fil binding: binders of human tau filaments | P10636 | recombinant tau filaments, thioflavin S fluorescence, 15 h; filaments grown with octadecylsulfate alongside compound | Potency, µM (titrated, usually from 57.1 µM), for inactives: at the highest dose activity change, negative = inhibition | 71,000 compounds, 2% hits | AID 596;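 further: potency means the concentration at half of the fitted maximal effect; on the % scale 0 is the no-effect control and ±100 the full control effect; actives lower thioflavin S fluorescence by blocking filaments or displacing dye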
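Assay mix: 1 uM His-tagged tau, 30 uM sodium octadecylsulfate, thioflavine S dye in HEPES/NaCl/DTT buffer. Compound is added prior to the inducer. Fluorescence after 15 h at 37 C.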
4-MU autofl: 4-MU region autofluorescence; compound autofluorescence, 340/450 nm, 4-MU equivalents; active compounds read high; 59,000 compounds, 11% hits; AID 589; max dye-equivalent concentration, M; in the data active means max dye-equivalent concentration above about 10 nM; inconclusive means mostly about 1.1 nM to 9.6 nM
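Intrinsic fluorescence at 340/450 nm (ex/em) was read after 15 min at room temperature in pH 8.0, 100 mM Tris. Each compound concentration expressed as 4-MU-equivalent concentration from a six-point 4-MU standard series on each plate.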
A350 autofl: compound fluoresces in the Alexa 350 spectral region; Compound autofluorescence, 340/450 nm, Alexa 350 dye-equivalents; active compounds read high; max dye-equivalent concentration, M; 59,000 compounds, 11% hits; AID 590; in the data active means max dye-equivalent concentration above about 10 nM; inconclusive means mostly about 1.1 nM to 9.6 nM
ERK AVP block: inhibitors of vasopressin-stimulated ERK signaling pathway; HEK293-V1b, vasopressin-stimulated pERK AlphaScreen; Potency, µM (titrated, usually from 57.5 µM), for the others: top-dose activity, negative = inhibition, usual class: inhibitors; 72,000 compounds, 0.99% hits; further: potency means the concentration at half of the fitted maximal effect; on the % scale 0 is the no-effect control and ±100 the full control effect; nearly all actives have a fitted effect of over 55% in size
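Phosphorylated ERK1/2 detected via AlphaScreen bead proximity in lysates of V1b-expressing HEK293 cells given 25 nM vasopressin for 5 min after 30 min compound exposure (37 °C). AC50 from Hill equation; basal DMSO 0%, vasopressin 100%.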
Fluorescein autfl: fluorescein region autofluorescence | Compound autofluorescence, 480/540 nm, fluorescein-equivalent; active compounds read high | 59,000 compounds, 0.91% hits | max fluorescein-equivalent concentration, M; in the data active means max fluorescein-equivalent concentration above about 10 nM; inconclusive means between about 1.1 nM and that limit
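Compounds were pin-transferred into 100 mM Tris buffer, pH 8.0, and incubated 15 min at room temperature. Fluorescence was read at 480 nm excitation/540 nm emission. Signals were normalized to an on-plate six-point fluorescein standard curve as dye-equivalent concentration.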
TexasRed autofl: compounds fluorescent in Texas Red spectral region; max dye-equivalent concentration, M; Compound fluorescence, Texas Red channel, 547/618 nm; active compounds read high; 59,000 compounds, 0.06% hits; in the data active means max dye-equivalent concentration above about 10 nM; inconclusive means between about 1.1 nM and that limit
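Dye-equivalent concentrations come from scaling compound signal (ex 547, em 618 nm) to six Texas Red standard concentrations run on every plate, after 15 min room-temperature incubation in pH 8.0 Tris (100 mM).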
Rhodamine autofl: rhodamine region autofluorescence. Rhodamine-region fluorescence, 547/598 nm, Tris buffer; active compounds read high. max dye-equivalent concentration, M. 59,000 compounds, 0.05% hits. AID 594; in the data active means max dye-equivalent concentration above about 11 nM; inconclusive means between about 1.1 nM and that limit
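Compound fluorescence in 100 mM Tris, pH 8.0, read after 15 min at room temperature with 547 nm excitation and 598 nm emission. Output is dye-equivalent concentration from an on-plate rhodamine standard series.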
HEK293 cAMP ctrl: counter-screen for TSHR agonists: cAMP increase in parental HEK293; parental HEK293 CNG cAMP sensor, membrane potential fluorescence; Potency, µM (top dose mostly 57.1 µM), inactives show at the highest dose activation, hits mostly activators; 73,000 compounds, 2.5% hits; AID 938; further: potency means the concentration at half of the fitted maximal effect; % of control where 0% means no effect; nearly all actives have a fitted effect of over 55% in size
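Parental HEK 293 cells stably expressing a modified CNG channel (no TSHR) report cAMP rise as membrane depolarization. Membrane potential dye with 100 uM RO 20-1724 was loaded for 60 min at room temperature, then compound added for 30 min; fluorescence read at 590 nm.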
Casp1 inh: caspase-1 (human) inhibition, allosteric or competitive. P29466. Caspase-1 enzyme, Ac-WEHD-AFC fluorogenic rate. Potency, µM (titrated, usually from 57.5 µM), for the others: top-dose activity change, negative = inhibition, most hits filed as inhibitors. 75,000 compounds, 0.03% hits. AID 900;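 further: potency means the concentration at half of the fitted maximal effect; plate controls were vehicle for no effect and no substrate for full effect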
Target sequence (P29466 120-297 limits assumed): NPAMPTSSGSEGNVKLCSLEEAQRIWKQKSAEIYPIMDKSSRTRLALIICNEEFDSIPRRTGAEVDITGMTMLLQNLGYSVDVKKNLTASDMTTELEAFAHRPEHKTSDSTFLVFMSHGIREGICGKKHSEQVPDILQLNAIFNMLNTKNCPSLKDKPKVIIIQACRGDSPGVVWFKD
Target sequence (P29466 317-404 limits assumed): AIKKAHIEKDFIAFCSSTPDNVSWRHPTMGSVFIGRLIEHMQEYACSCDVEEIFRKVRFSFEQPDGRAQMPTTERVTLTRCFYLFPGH
FLuc inh: firefly luciferase inhibition; Potency, µM (doses to about 57.1 µM), without a hit: top-dose activity change, negative = inhibition, usual class: inhibitors; purified firefly luciferase, luminescence, 8 min; 72,000 compounds, 2.2% hits; AID 411; P08659; further: potency means the concentration at half of the fitted maximal effect; on the % scale 0 is the no-effect control and ±100 the full control effect; nearly all actives have a fitted effect of over 40% in size
Target sequence (P08659 whole entry, looked up): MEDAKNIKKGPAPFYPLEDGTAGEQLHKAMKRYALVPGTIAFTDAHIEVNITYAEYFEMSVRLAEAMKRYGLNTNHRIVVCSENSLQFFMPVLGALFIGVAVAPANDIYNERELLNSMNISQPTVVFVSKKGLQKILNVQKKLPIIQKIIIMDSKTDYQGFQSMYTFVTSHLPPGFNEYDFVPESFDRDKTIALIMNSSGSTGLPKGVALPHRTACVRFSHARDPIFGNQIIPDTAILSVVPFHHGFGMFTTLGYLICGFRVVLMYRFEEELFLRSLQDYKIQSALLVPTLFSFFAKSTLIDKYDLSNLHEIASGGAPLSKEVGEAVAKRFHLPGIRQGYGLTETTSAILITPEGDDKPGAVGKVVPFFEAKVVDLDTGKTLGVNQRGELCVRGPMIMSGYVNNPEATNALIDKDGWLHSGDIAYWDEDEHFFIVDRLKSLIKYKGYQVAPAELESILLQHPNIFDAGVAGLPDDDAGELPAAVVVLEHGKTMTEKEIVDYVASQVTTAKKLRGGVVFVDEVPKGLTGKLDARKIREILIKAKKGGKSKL
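Titration-based qHTS; buffer 50 mM imidazole pH 7.2, 50 mM KCl, 7 mM MgCl2, 10 uM ATP, 0.01% Tween 20, 0.05% BSA; luciferase/luciferin detector mix added after compound; 8 min, ambient; luminescence.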
Caspase-7 inhib: caspase-7 (human) inhibition, allosteric or competitive | 75,000 compounds, 0.02% hits | Potency, µM (series often up to 57.5 µM), inactives show at the highest dose activity change, negative = inhibition, actives largely listed as inhibitors | recombinant caspase-7, Ac-DEVD-AFC fluorescence rate | P55210; active means well fitted inhibition curve with a large enough effect in the main read-out, with a control signal flat, not every such curve was filed as active; inconclusive means small, poorly fitted or top-dose-only effect, or a change in a side signal; further: potency means the concentration at half of the fitted maximal effect; % of control where 0% means no effect
* marks the source's active call; other numbers are inactive results; i = inactive; ? = inconclusive; . = not tested or not shown; [ ] = dose if it differs, or a comment. Unless noted, the call rests on the fitted dose curve; in most records, active means well fitted curve in the direction sought with a large enough effect; inconclusive means small, poorly fitted or top-dose-only effect, or another doubt; inactive means no such curve, though single readings can be large; an effect the other way counts as inactive or inconclusive.

Sequence of screens: FLuc inh	Fluorescein autfl	Tau fil binding	Caspase-7 inhib	ERK AVP block	4-MU autofl	Casp1 inh	A350 autofl	TexasRed autofl	Rhodamine autofl	HEK293 cAMP ctrl
COC(=O)c1cc2occc2n1Cc1c(F)cccc1Cl
    3%	i	-14%	-1%	4%	i	0%	i	i	i	?
COCCCNC(=O)CSc1nc2ccccc2c(=O)n1CCCC(=O)NCC1CCCO1 (stereo not given)
    1%	i	-3%	1%	4%	i	2%	i	?	i	-8%
COCCn1c(=O)c(-c2ccc(F)cc2)nc2cnc(Oc3ccccc3)nc21
    -1%[11.4 µM]	i	-6%	-27%	11%	i	-18%	?	i	i	?
Cc1ccc(C)c(N2CC(=O)N(c3cc(C)ccc3C)CC2=O)c1
    0%	?	-3%	1%	-5%	i	1%	i	i	i	4%
O=C(CCn1nnc2ccccc21)Nc1nnc(Cc2ccccc2)s1
    3%	?	-6%	1%	-17%	i	1%	i	?	i	11%
CCCCn1c(SCn2nnc3ccccc3c2=O)nc2cc(C(=O)OC)ccc2c1=O
    3%	i	6%	0%	4%	i	0%	i	i	i	13%
CCNc1nc(NC#N)nc(SCC(=O)OCC)n1
    2%	i	12%	2%	18%	i	2%	i	i	i	0%
COc1ccc(C2C(C(=O)NCCN3CCOCC3)c3ccccc3C(=O)N2C)cc1OC (stereo not given)
    5%	i	-1%	1%	-7%	1.7e-08M*	1%	1.7e-08M*	i	i	5%
Cc1nc(-c2cccc(N)c2)cs1
    -8%	.	2%	1%	.	.	0%	.	.	.	9%
CC(Sc1ccccn1)C(=O)Nc1ccccc1 (stereo not given)
    -1%	i	6%	-2%	-13%	i	-1%	i	i	i	13%
CCn1c(SCc2nnc(-c3ccccc3)o2)nnc1-c1ccc(S(=O)(=O)N2CCCC2)cc1
    2%	i	7%	0%	0%	i	0%	i	?	i	9%
CCOc1ccc2nc(NC(=O)COC)sc2c1
    20µM*	?	-4%	-2%	-10%	i	1%	i	i	i	-1%
CC1=C(C(=O)N2CCCCC2)C2(CCC(C)CC2)OC1=O (stereo not given)
    1%	.	-1%	-1%	-3%	.	-4%	.	.	.	-1%
CC(=O)NCCn1ccc2ccccc21
    -2%	?	9%	1%	24%	i	-1%	i	i	i	15%
Fc1ccccc1-c1nc(N2CCCCC2)c2ccccc2n1
    0%[25.5 µM]	?	.	.	.	5.7e-08M*	.	3.4e-08M*	i	i	.
CCOC(=O)CCn1c2nc(C)cc(C)c2c(=O)n1-c1ccccc1
    1%	i	-5%	-2%	-12%	3.7e-08M*	2%	3.7e-08M*	i	i	-1%
CCOC(=O)N1CCN(C(=O)CCn2nc(-c3ccccc3)ccc2=O)CC1
    1%	?	5%	0%	-25%	9.6e-08M*	1%	9.4e-08M*	?	i	10%
Cc1nc(N2C(=O)C(=O)/C(=C(/O)c3ccccc3)C2c2ccco2)sc1C (stereo not given)
    1%	i	-4%	-14%	-13%	i	-13%	i	?	i	15%
CS(=O)(=O)c1ccc(-c2cc(Br)sc2-c2ccc(F)cc2)cc1
    2%	.	?	-2%	-3%	.	-4%	.	.	.	?
CCOC(=O)C(C)Oc1ccc(C2NC(=O)NC(C)=C2C(C)=O)cc1Br (stereo not given)
    0%	?	-7%	-1%	-6%	i	-1%	i	i	i	10%
O=C1CC(N2CCCc3ccccc32)C(=O)N1c1ccccc1 (stereo not given)
    -15%	.	8%	-2%	-11%	.	3%	.	.	.	1%
CC(=O)N1[C@H](Cc2ccccc2)C=C[C@]1(C)C(=O)NCc1ccc(C)o1
    .	.	3%	-3%	0%	.	1%	.	.	.	10%
CC(=O)c1coc2ccc(OCC(=O)O)cc12
    0%	i	-8%	3%	-2%	i	-1%	i	i	i	?
O=C(c1cnccn1)N1CCN(C/C=C/c2ccccc2)CC1
    3%	?	2%	-2%	3%	i	-1%	i	i	i	7%
O=C(c1ccc(S(=O)(=O)N2CCOCC2)cc1)N(c1ccc(F)cc1)C1C=CS(=O)(=O)C1 (stereo not given)
    -1%	i	1%	0%	-7%	i	0%	i	?	i	5%
CCCc1cc(C(=O)Nc2sc3c(c2C#N)CCC3)no1
    0%	.	93%	-4%	-16%	.	-5%	.	.	.	18%
Cn1c(SCCOc2ccc(Cl)cc2)nnc1-c1ccncc1
    2%	i	-7%	1%	-9%	i	1%	i	i	i	8%
O=C(c1cc(=O)c2ccccc2o1)N1CCCc2ccccc21
    2%	?	-17%	0%	-12%	i	-1%	i	i	i	1%
COc1ccc(CCNC(=O)c2cnc3scc(C)n3c2=O)cc1OC
    1%	.	7%	-1%	.	.	1%	.	.	.	4%
Cc1ccc(-c2ccc(S(=O)(=O)N3CCN(C)CC3)cc2)cc1
    0%	i	23%	2%	-9%	i	1%	i	i	i	15%
CCN(CC)CCCCn1c(-c2ccccc2)nc2c(Nc3ccccc3)nc(C)nc21
    .	.	82%	0%	0%	.	-1%	.	.	.	6%
Cc1ccc2c(C(=O)CN3CCCC3)c(C)[nH]c2c1
    2%	?	0%	-8%	14%	i	-10%	i	i	i	7%
CCc1nnc(NC(=O)c2cc3ccccc3oc2=O)s1
    5%	i	-9%	2%	-9%	?	-2%	?	i	i	-17%
CCc1c(C)nc(N2CCOCC2)[nH]c1=O
    0%	i	-1%	-2%	-2%	i	-1%	i	i	i	-3%
O=C(O)C1CCCCC1C(=O)NCCCCc1ccccc1 (stereo not given)
    1%	i	-12%	2%	-7%	i	2%	i	?	i	8%
Cc1cc(C)nc(SCSc2nc(C)cc(C)n2)n1
    2%	.	46%	-1%	13%	.	1%	.	.	.	0%
CCCCNC(=O)c1c(N)n(/N=C/c2cccnc2)c2nc3ccccc3nc12
    1%[25.5 µM]	?	.	.	.	i	.	i	i	i	.
COc1ccc(OCc2nn3c(Cn4cnc5ccccc54)nnc3s2)cc1
    -2%	i	-3%	-2%	-23%	?	-3%	?	i	i	16%
Cn1c(=O)cc(SCC(=O)NCCN2CCN(c3ccccc3F)CC2)c2cc(Cl)ccc21
    -1%	i	55%	0%	13%	i	1%	i	?	i	25%
O=C(Nc1ccc(-c2nnco2)cc1)c1ccccc1
    -5%	i	11%	1%	-3%	i	-2%	i	i	i	0%

The last 2 records of the section before come first, to join the parts.
Sequence of screens: FLuc inh	Fluorescein autfl	Tau fil binding	Caspase-7 inhib	ERK AVP block	4-MU autofl	Casp1 inh	A350 autofl	TexasRed autofl	Rhodamine autofl	HEK293 cAMP ctrl
Cn1c(=O)cc(SCC(=O)NCCN2CCN(c3ccccc3F)CC2)c2cc(Cl)ccc21
    -1%	i	55%	0%	13%	i	1%	i	?	i	25%
O=C(Nc1ccc(-c2nnco2)cc1)c1ccccc1
    -5%	i	11%	1%	-3%	i	-2%	i	i	i	0%
CCn1c(CNc2ccc(F)cc2)nnc1SCCN1CCCCC1
    -2%	?	-4%	-1%	-7%	i	0%	?	i	i	16%
Cc1c(C(=O)N2CCCC2)sc(NC(=O)c2cccs2)c1C#N
    -9%	i	1%	-8%	0%	?	-3%	?	i	i	17%
CCOc1cccc(-c2nnc(SCC(=O)Nc3ccc(OC)c(OC)c3)n2N)c1
    -1%	i	66%	-1%	-9%	i	1%	i	?	i	-1%
Cc1cc(/N=C/N(C)C)on1
    -1%	i	0%	0%	-3%	i	0%	i	?	i	6%
CCc1ccc(NC(=O)N(CCN2CCOCC2)C2CCN(C(C)=O)CC2)cc1
    1%	i	-14%	1%	-13%	i	-1%	i	i	i	1%
CCc1nnc(NC(=O)CSc2ncc(-c3ccccc3)n2C)s1
    -1%	i	-4%	0%	-15%	i	-1%	i	i	i	15%
O=C(CSc1nnc(CNc2ccc(F)cc2)n1Cc1ccccc1)NCc1ccco1
    -1%	i	-8%	1%	5%	i	-2%	i	i	i	16%
O=C(Cn1c(CC(=O)N2CCCC2)nc2ccccc21)NCc1ccccc1
    0%	i	22%	-2%	2%	i	-2%	i	?	i	0%
CCOc1ccc(C2/C(=C(/O)c3ccc(Cl)cc3)C(=O)C(=O)N2CCCN(C)C)cc1OC (stereo not given)
    2%	i	-1%	0%	15%	i	-1%	i	i	i	?
CCCOc1ccc(C(=O)Nc2ccc(N(C)C)cc2)cc1
    -26%	.	-12%[11.4 µM]	0%	-2%	.	0%	.	.	.	-2%[11.4 µM]
N#Cc1ccsc1NC(=O)CSc1ncnc2ccccc12
    2%	?	20µM*	-12%	-6%	i	-2%	i	i	i	22%
O=C(Nc1ccccc1C(=O)N1CCOCC1)C1CC(=O)N(C2CCCC2)C1 (stereo not given)
    2%	i	1%	0%	3%	i	4%	i	i	i	1%
Cn1c(=O)c2c(nc(CN3CCCCC3)n2CCc2ccccc2)n(C)c1=O
    2%	?	3%	-1%	6%	i	-1%	i	i	i	?

This is a subset, so the mix of outcomes need not match the whole.
